# JMJD2E inh – JMJD2E (human) inhibition | B2RXH2 | JMJD2E catalytic domain, FDH-coupled NADH fluorescence (FDH is formaldehyde dehydrogenase) | Potency, µM (series often up to 57.1 µM), inactives show top-dose activity change, negative = inhibition, usual class: inhibitors | 230,000 compounds, 1.6% hits | AID 2147; active means well fitted inhibition curve with a large enough effect, not every such curve was filed as active; inconclusive means small, poorly fitted or top-dose-only effect, or another doubt; inactive means no such curve, though single readings can be large or run the other way;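 further: 0% = wells with enzyme and -100% = buffer wells without enzyme; nearly all actives have a fitted effect of over 50% in size; many of its hits are not listed in these tables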
# GAA glycogen – GAA glycogen-cleavage inhibition or activation; P10253; recombinant GAA, glycogen substrate, Amplex Red glucose oxidase fluorescence; Potency, µM (titrated, usually from 76.4 µM), for inactives: at the top dose activity change, negative = inhibition, most hits filed as inhibitors; AID 2100; 300,000 compounds, 0.38% hits;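 further: 0% = full enzyme reaction and -100% = no-enzyme basal signal; the screen sought inhibitors and activators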
#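 Recombinant human alpha-glucosidase (4 nM final) hydrolysed bovine liver glycogen (30 ug) for 40 min at 37 C in pH 5.0 citrate/phosphate with 0.01% Tween-20. Released glucose detected by glucose oxidase/Amplex Red, Ex 573/Em 610 nm. Compounds up to 77 uM; AC50 from Hill fits.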
# GoLoco inh red – RGS12 GoLoco-Gai1 interaction inhibition; P63096; Gai1:RGS12 GoLoco peptide FP, rhodamine, 10 min; Potency, µM (series often up to 61.6 µM), for inactives: top-dose activity, negative = inhibition, actives largely listed as inhibitors; 230,000 compounds, 0.44% hits; AID 880; active means well fitted inhibition curve with a large enough effect, not every such curve was filed as active; inactive means no such curve, though single readings can be large or run the other way; further: on the % scale 0 is the no-effect control and ±100 the full control effect; nearly all actives have a fitted effect of over 30% in size; many of its hits are not listed in these tables
# ALDH1A1 block – blocks purified human ALDH1A1 activity; Potency, µM (titrated, usually from 75.3 µM), for inactives: top-dose activity, negative = inhibition, most hits filed as inhibitors; AID 1030; P00352; Purified ALDH1A1, NADH fluorescence, propionaldehyde substrate; 220,000 compounds, 7.3% hits; active means well fitted inhibition curve with a large enough effect, not every such curve was filed as active; inconclusive means small, poorly fitted or top-dose-only effect, or another doubt; inactive means no such curve, though single readings can be large or run the other way;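 further: plate controls were no enzyme wells and a reference inhibitor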
# Target sequence (P00352 whole entry, looked up): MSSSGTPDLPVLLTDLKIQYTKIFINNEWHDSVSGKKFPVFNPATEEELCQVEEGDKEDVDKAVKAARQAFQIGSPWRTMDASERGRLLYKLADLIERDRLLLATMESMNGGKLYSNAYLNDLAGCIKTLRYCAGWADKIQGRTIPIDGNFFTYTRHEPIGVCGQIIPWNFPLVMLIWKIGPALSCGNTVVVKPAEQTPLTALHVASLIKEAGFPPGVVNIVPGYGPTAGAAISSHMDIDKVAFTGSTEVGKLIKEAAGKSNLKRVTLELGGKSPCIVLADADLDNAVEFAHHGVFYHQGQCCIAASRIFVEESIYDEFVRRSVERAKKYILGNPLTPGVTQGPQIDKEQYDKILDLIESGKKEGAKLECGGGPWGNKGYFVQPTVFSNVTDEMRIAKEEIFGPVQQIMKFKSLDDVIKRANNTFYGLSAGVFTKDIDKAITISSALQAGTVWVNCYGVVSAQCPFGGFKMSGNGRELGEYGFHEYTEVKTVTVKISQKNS
# GLA spleen mod – inhibits or activates alpha-galactosidase in human spleen homogenate. P06280. human spleen homogenate, 4MU-alpha-Gal fluorescence, 40 min. Potency, µM (titrated, usually from 80 µM), without a hit: top-dose activity change, negative = inhibition, most hits filed as inhibitors. 240,000 compounds, 0.008% hits;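 further: 0% = enzyme with vehicle and -100% = no enzyme basal signal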
# Target sequence (P06280 32-429 limits assumed): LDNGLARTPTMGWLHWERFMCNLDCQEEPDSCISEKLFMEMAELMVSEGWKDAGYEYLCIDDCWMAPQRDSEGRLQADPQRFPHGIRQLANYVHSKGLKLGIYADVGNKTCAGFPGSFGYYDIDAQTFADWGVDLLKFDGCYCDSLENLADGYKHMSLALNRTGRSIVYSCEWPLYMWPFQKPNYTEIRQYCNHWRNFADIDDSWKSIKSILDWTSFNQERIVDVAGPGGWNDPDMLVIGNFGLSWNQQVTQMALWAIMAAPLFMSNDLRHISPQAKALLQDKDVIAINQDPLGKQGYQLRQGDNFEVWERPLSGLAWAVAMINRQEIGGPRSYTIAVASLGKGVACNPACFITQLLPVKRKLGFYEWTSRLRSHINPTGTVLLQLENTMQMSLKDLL
#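 Inhibition or activation of alpha-galactosidase in human spleen homogenate is scored by 4-MU fluorescence after 40 min at 37C, pH 5.0, with 1 mM substrate. AC50s come from concentration-response fitted to the Hill equation.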
# SMN2 splice enh – increases expression of the SMN2 splice variant; HEK293 SMN2-luciferase splicing reporter, luminescence, 30-36 h; Potency, µM (highest dose often 46.1 µM), without a hit: at the highest dose activity change, positive = activation, most hits filed as activators; 210,000 compounds, 2.8% hits; further: % of control where 0% means no effect; nearly all actives have a fitted effect of over 55% in size
#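 qHTS luciferase splicing reporter: luminescence rises when SMN2 exon 7 is included in transfected HEK293 cells. Compound exposure lasted 30-36 h at 37C, with 4.5 mM final sodium butyrate as control, followed by a ONE-Glo read.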
# GAA spleen mod – inhibitors or activators of human alpha-glucosidase in spleen homogenate | P10253 | human spleen homogenate, 4-MU-alpha-glucoside fluorescence | Potency, µM (series often up to 79.9 µM), inactives show at the top dose activity change, negative = inhibition, most hits filed as inhibitors | 240,000 compounds, 0.006% hits | AID 2112;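 further: 0% = enzyme with vehicle and -100% = no enzyme basal signal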
#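 Compounds were titrated against alpha-glucosidase in spleen homogenate at pH 5.0, with 1 mM 4-methylumbelliferyl substrate for 40 min at 37 C. Reactions were quenched with pH 10 NaOH/glycine and fluorescence measured.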
# GAA inh – blocks human lysosomal alpha-glucosidase; P10253; purified human GAA, 4-MU-alpha-glucoside fluorescence; Potency, µM (top dose mostly 76.9 µM), for inactives: at the highest dose activity change, negative = inhibition, hits mostly inhibitors; 200,000 compounds, 0.005% hits;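 further: plate controls were uninhibited enzyme wells for no effect and no-enzyme background for full effect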
#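 Fluorogenic assay: 4 nM human alpha-glucosidase with 400 uM 4-methylumbelliferyl-alpha-D-pyranoside in 50 mM citrate/phosphate, 0.005% Tween-20, pH 5.0, 20 min at room temperature. Compounds tested up to 77 uM; AC50 from Hill fits.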
# Numbers without * were called inactive; i = inactive; ? = inconclusive; / = no result given; & = joins results of further samples; [ ] = remark or other dose. Unless noted, the call rests on the fitted dose curve; in most records, active means well fitted curve in the direction sought with a large enough effect; inconclusive means small, poorly fitted or top-dose-only effect, or another doubt; inactive means no such curve, though single readings can be large; an effect the other way counts as inactive or inconclusive. Potency means the concentration at half of the fitted maximal effect. This is a subset; rates above refer to the full screens.
1) COC(=O)c1ccc(CNC(=O)/C=C/c2cc([N+](=O)[O-])ccc2OC(F)F)cc1
2) CSc1ccc(-c2c(C#N)c(N)nc3c2c(C)nn3-c2ccccc2)cc1
3) COC(=O)c1ccc2nc(-c3ccc(S(C)(=O)=O)cc3)cn2c1
4) CC(=O)c1cccc(-n2c(CCC(=O)O)ccc2-c2cccs2)c1
5) COC(=O)C1=C(N)Oc2c(oc(CO)cc2=O)C1c1ccc(F)cc1 (configuration not stated)
6) CCOC(=O)C(C(=O)Nc1ccccc1)C1CCCCC1 (configuration not stated)
7) CCCNC(=O)CSc1nnc(C)s1
8) CC(=O)Oc1ccccc1C1OCCN1C(C)=O (configuration not stated)
9) Cc1ccc(SCc2nc(N)nc(Nc3ccccc3C)n2)c(C)c1
10) Cc1ccc(-c2nnn(CC(=O)N(CCN3CCOCC3)C(C(=O)NC(C)(C)C)c3ccc(C)o3)n2)cc1 (configuration not stated)
Assay by compound,1,2,3,4,5,6,7,8,9,10
JMJD2E inh,5%,?,?,-13%,7%,3%,3%,1%,0%,0%
GAA glycogen,7%,-4%,5%,-18%,3%,5%,-18%,5%,1%,5%
GoLoco inh red,5%,14%,-4%,9%,6%,3%,-2%,-2%,-1%,9%
ALDH1A1 block,2%,?,?,7.9µM*,/,6%,5%,6%,-2%,/
GLA spleen mod,2%,16%,?,-1%,-17%,10%,10%,3%,2%,6%
SMN2 splice enh,0%,-11%,4%,11%,/,1%,-16%,/,-14%,/
GAA spleen mod,-7%,2%,-25%,-3%,-2%,4%,5%,-4%,-1%,2%
GAA inh,2%,2%,?,-1%,/,-8%,-3%,-15%,4%,/

11) COc1cccc(CS(=O)(=O)c2nnnn2-c2ccc(F)cc2Br)c1
12) COc1cc(/C=C(/Sc2nnc(-c3ccc(F)cc3)o2)C(=O)O)ccc1OC(F)F
13) Cc1ccccc1NC(=O)c1cccc2nccnc12
14) CC(C)CCNC(=O)C(Cc1ccccc1)NS(=O)(=O)c1ccc2c(c1)c(=O)n(C)c(=O)n2C (configuration not stated)
15) Cc1cccc(C)c1NC(=S)N1CCC(N(C)CC2CCCO2)CC1 (configuration not stated)
16) CCOc1ccc(C(c2c(NC(=O)c3ccccc3)sc(C)c2C)N2CCN(C)CC2)cc1 (configuration not stated)
17) Cc1cc(O)c(NC(=S)NC(=O)c2ccc(-c3ccc(Cl)cc3)o2)cc1C
18) COc1cccc(OC)c1C(=O)Nc1nnc(C(C)C)s1
19) COC(=O)c1cccc(S(=O)(=O)N2CCCCC2)c1
20) O=C(CCCn1c(=S)[nH]c2cc3c(cc2c1=O)OCO3)N1CCN(c2ccccn2)CC1
Assay by compound,11,12,13,14,15,16,17,18,19,20
JMJD2E inh,3%,?,-1%,-4%,1%,?,-8%,-23%,-2%,-4%
GAA glycogen,/,3%,7%,19%[76.3 µM],-12%,-3%,-17%,4%,2%,7%
GoLoco inh red,0%,3%,-6%,-1%,10%,1%,-3%,9%,-9%,3%
ALDH1A1 block,?,2%,-6%,-4%,7%,?,?,7.1µM*,-2%,16%
GLA spleen mod,5%,7%,7%,12%,4%,2%,-4%,-10%,11%,5%
SMN2 splice enh,1%,-5%,6%,3%&-33%,-9%,-13%,5%,-4%,3%,-9%
GAA spleen mod,-6%,1%,1%,7%,8%,2%,1%,3%,-11%,-2%
GAA inh,/,10%,-2%,-6%,-5%,?,0%,-7%,4%,-2%

21) COc1ccc(CNC(=O)c2cnc3cc(C)ccn3c2=O)cc1
22) Cc1cc(=O)[nH]c2c1c(C)nn2C(C)(C)C
23) O=C1c2ccccc2NC(c2cccnc2)N1c1ccccc1F (configuration not stated)
24) O=C(Cc1cccs1)Nc1cccc(-c2nc3ccccc3o2)c1
25) O=C1c2ccccc2C(=O)N1OCc1ccccc1[N+](=O)[O-]
26) CCN1CCS/C1=C/C=C/C1=[N+](CC)CCS1
27) CCCCOc1ccc(CSC(=N)N)cc1Cl
28) COc1ccc2cc(C(c3nnnn3CCc3ccccc3)N3CCCC(C)C3)c(=O)[nH]c2c1 (configuration not stated)
29) CC1(C)CC(=O)C2=C(C1)OC(N)=C(C#N)[C@@H]2c1ccccc1[N+](=O)[O-]
30) Cc1ccc2nc(-c3ccc(N4C(=NC(=O)CCC(=O)O)SC5CS(=O)(=O)CC54)cc3)sc2c1 (configuration not stated)
Assay by compound,21,22,23,24,25,26,27,28,29,30
JMJD2E inh,?,10%,?,?,-1%,28µM*,11%,?,?,?
GAA glycogen,8%[76.3 µM],-5%,0%,8%,-1%,-9%,1%,2%,-21%,-5%
GoLoco inh red,10%,9%,-14%,10%,6%,-10%,-1%,12%,1%,/
ALDH1A1 block,?,/,?,-4%,25µM*,/,/,32µM*,/,?
GLA spleen mod,-4%,-3%,?,12%,-7%,-20%,-11%,-9%,1%,11%
SMN2 splice enh,5%&7%,/,10%,-6%,1%,-74%[inhibitor],/,-13%,/,/
GAA spleen mod,-13%,5%,14%,-5%,-5%,?,-2%,-22%,-2%,-1%
GAA inh,-3%,/,?,-3%,11%,?,/,-6%,/,9%

# The closing 3 compounds of the part above lead into the next.
28) COc1ccc2cc(C(c3nnnn3CCc3ccccc3)N3CCCC(C)C3)c(=O)[nH]c2c1 (configuration not stated)
29) CC1(C)CC(=O)C2=C(C1)OC(N)=C(C#N)[C@@H]2c1ccccc1[N+](=O)[O-]
30) Cc1ccc2nc(-c3ccc(N4C(=NC(=O)CCC(=O)O)SC5CS(=O)(=O)CC54)cc3)sc2c1 (configuration not stated)
31) Cc1onc(-c2ccccc2Cl)c1C(=O)NC(=S)Nc1ccccc1F
32) COC(=O)C1=C(C)N(CC2CC2)C(=O)N[C@H]1c1ccc(Br)cc1
33) O=C(NNc1ncnc2c1cnn2-c1ccc(F)cc1)c1cccs1
34) Cn1c(/C(C#N)=C(\O)c2ccc([N+](=O)[O-])cc2)nc2ccccc21
35) O=C(O)CCC(=O)Nc1nc2nccc(-c3ccccc3)n2n1
36) Cc1ccc2nc(Nc3ncc4c(n3)CCCC4=O)nc(C)c2c1
37) Cc1[nH]n(-c2ccccc2)c(=O)c1N=Nc1cccc(S(=O)(=O)N2CCOCC2)c1
38) O=C(/C=C/c1ccc(Cl)cc1Cl)N(Cc1ccc(Cl)cc1)C1CCS(=O)(=O)C1 (configuration not stated)
39) O=C(CCN1C(=O)/C(=C/c2cccs2)SC1=S)NC1=NCCS1
40) O=C1SCC(c2ccc(Cl)cc2Cl)=NN1Cc1nnc(-c2ccccc2)o1
Assay by compound,28,29,30,31,32,33,34,35,36,37,38,39,40
JMJD2E inh,?,?,?,1%,6%&-8%,5%,10%,?,-4%,7%,-2%,-5%,-12%
GAA glycogen,2%,-21%,-5%,1%,2%,-1%,1%,3%,10%,-5%,-1%,13%,1%
GoLoco inh red,12%,1%,/,17%,-3%&8%,6%,7%,i,95%[activator],/,12%,18%,9%
ALDH1A1 block,32µM*,/,?,3.2µM*,-3%&-4%,-10%,2%,/,?,-10%,3%,?,-7%
GLA spleen mod,-9%,1%,11%,-2%,-8%&-12%,-2%,9%,-2%,2%,10%,5%,0%,-9%
SMN2 splice enh,-13%,/,/,-14%,-12%&-15%,3%,11%,/,6%,/,12%,-6%,-6%
GAA spleen mod,-22%,-2%,-1%,-1%,-10%&-10%,/,7%,1%,4%,7%,3%,-7%,2%
GAA inh,-6%,/,9%,-3%,0%[15.4 µM],-7%,10%,/,-15%,-6%,-9%,3%,-3%

# 3 entries from above, ordered by their value in GAA inh, rising:
38) O=C(/C=C/c1ccc(Cl)cc1Cl)N(Cc1ccc(Cl)cc1)C1CCS(=O)(=O)C1 (configuration not stated)
31) Cc1onc(-c2ccccc2Cl)c1C(=O)NC(=S)Nc1ccccc1F
34) Cn1c(/C(C#N)=C(\O)c2ccc([N+](=O)[O-])cc2)nc2ccccc21
Assay by compound,38,31,34
JMJD2E inh,-2%,1%,10%
GAA glycogen,-1%,1%,1%
GoLoco inh red,12%,17%,7%
ALDH1A1 block,3%,3.2µM*,2%
GLA spleen mod,5%,-2%,9%
SMN2 splice enh,12%,-14%,11%
GAA spleen mod,3%,-1%,7%
GAA inh,-9%,-3%,10%

# (more compounds)
41) CCc1ccc(C(=O)Nc2ccc(OC)c(S(=O)(=O)N3CCOCC3)c2)cc1
42) Cc1ccc(S(=O)(=O)NCC(=O)N(CC(=O)NCC2CCCO2)Cc2ccccc2)cc1 (configuration not stated)
43) COc1ccc(C2C(C(=O)c3cc4cccc(OC)c4o3)=C(O)C(=O)N2CCCN(C)C)cc1OC (configuration not stated)
44) O=C(Cc1ccccc1)Nc1ccc(SC(F)F)cc1
45) CC(CCc1ccccc1)NS(=O)(=O)c1ccccc1 (configuration not stated)
46) CC(C)Cn1c(-c2ccccc2)nc(=S)c2c1CCCC2
47) O=C(Nc1ccccc1C(=O)N1CCCC1)c1cccc(S(=O)(=O)N2CCCCCC2)c1
48) O=C(/C=C/c1ccc(Br)o1)NCCCN1CCOCC1
49) O=C1NC2(NN1c1ccccc1)C1CC3CC(C1)CC2C3 (configuration not stated)
50) CCC1(C)Cc2c(sc3nnn(CC(=O)Nc4cccc5ccccc45)c(=O)c23)CO1 (configuration not stated)
51) COc1ccc(NC(=S)Nc2cc(C(F)(F)F)ccc2F)cc1
52) O=C(Cn1cc2c(n1)CCCC2)NCC1CCCO1 (configuration not stated)
Assay by compound,41,42,43,44,45,46,47,48,49,50,51,52
JMJD2E inh,6%,-2%,0%,-4%,7%,1%,10%,?,-5%,1%,2%,2%
GAA glycogen,6%,3%,-10%,-2%,-5%,2%,-2%,2%,-26%,12%,-9%,-7%
GoLoco inh red,0%,9%,-4%,7%,3%,6%,4%,-34%,-8%,13%,7%,9%
ALDH1A1 block,?,?,4%,-2%,10µM*,-13%,-1%,2µM*,4%,14%,2%,4%
GLA spleen mod,12%,-18%,-1%,8%,-2%,1%,8%,0%,-8%,6%,-11%,7%
SMN2 splice enh,-44%[inhibitor],20%,-4%,11µM*,-13%,/,18%,6%,-7%,-13%,7%,0%
GAA spleen mod,3%,8%,-6%,-1%,-12%,4%,-11%,-1%,-11%,4%,-9%,6%
GAA inh,-1%,-4%,-3%,?,1%,-12%,-4%,-1%,4%,1%,5%,-3%

# Screening data (PubChem BioAssay)
